Gal4-VP16 FLuc: inhibits Gal4-VP16 luciferase reporter, ROR gamma counter-screen; Drosophila S2 Gal4-VP16 UAS-luciferase, luminescence, 20 h; Potency, µM (highest dose often 53.6 µM), inactives show top-dose activity, negative = inhibition, hits mostly inhibitors; 310,000 tested, 3.5% active; AID 2546;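 also: Gal4-VP16 expression switched on by copper sulfate through the metallothionein promoter; nearly all actives have a fitted effect of over 50% in size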
RORgamma inh: inhibitors of mouse ROR gamma transcriptional activity. P51450. Drosophila S2 Gal4-RORgamma UAS-luciferase reporter, 20 h. Potency, µM (doses to about 53.6 µM), for the others: at the top dose activity change, negative = inhibition, actives largely listed as inhibitors. 310,000 tested, 5.4% active. AID 2551; also: nearly all actives have a fitted effect of over 60% in size
Target sequence (P51450 whole entry, looked up, the tested form may be a part): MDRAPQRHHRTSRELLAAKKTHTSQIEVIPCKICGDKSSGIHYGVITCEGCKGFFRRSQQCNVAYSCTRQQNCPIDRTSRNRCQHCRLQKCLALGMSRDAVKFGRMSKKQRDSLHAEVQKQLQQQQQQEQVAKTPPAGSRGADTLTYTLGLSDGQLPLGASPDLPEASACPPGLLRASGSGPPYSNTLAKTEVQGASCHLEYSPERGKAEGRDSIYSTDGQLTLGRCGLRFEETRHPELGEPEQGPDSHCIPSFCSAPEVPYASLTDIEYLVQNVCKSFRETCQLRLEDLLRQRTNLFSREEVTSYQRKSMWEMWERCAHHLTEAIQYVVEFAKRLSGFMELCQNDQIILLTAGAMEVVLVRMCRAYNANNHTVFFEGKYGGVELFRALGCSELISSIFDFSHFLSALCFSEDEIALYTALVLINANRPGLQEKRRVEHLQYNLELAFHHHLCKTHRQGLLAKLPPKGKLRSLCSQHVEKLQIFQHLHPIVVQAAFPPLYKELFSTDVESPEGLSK
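A Gal4/UAS one-hybrid system in insect cells: metallothionein-promoter Gal4–ROR gamma fusion plus Photinus luciferase reporter. Copper sulfate 700 uM final, 20 hr ambient incubation, luminescent detection after 10 min with reagent.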
* = called active by the depositor; ? = inconclusive; & = joins results of further samples; [ ] = remark or other dose. Calls follow the shape of the dose curve; as a rule, active = well fitted curve in the direction sought with a large enough effect; inconclusive = small, poorly fitted or top-dose-only effect, or another doubt; inactive = no such curve, though single readings can be large; an effect the other way counts as inactive or inconclusive. % is scaled to controls: 0 for no effect and ±100 for the full control effect; potency is read from the fitted curve at half-maximal effect. This is a subset; rates above refer to the full screens.

SMILES	Gal4-VP16 FLuc	RORgamma inh
O[C@H](CN1CCN(c2cccc(Cl)c2)CC1)C(c1ccccc1)c1ccccc1	-4%	?
O=C1CCc2c(ccc3ccccc23)O1	-3%	36%
C[C@@H]1OC2C3=C(C(=O)[C@H]4O[C@@H]4[C@H]3O)[C@@H]1[C@H]1[C@H](C)OC=C3[C@H](O)[C@H]4O[C@H]4/C(=N\OCc4ccccc4)[C@@]321	7%[10 µM]	32%[10 µM]
NC(N)=NCCC[C@H](N)C(=O)NCC(=O)N[C@@H](CC(=O)O)C(=O)N[C@@H](CO)C(=O)O	-7%	27%
CC(=O)OCC(NC(=O)C(Cc1ccccc1)NC(=O)OC(C)(C)C)C1OC(n2ccc(=O)[nH]c2=O)C(OC(C)=O)C1OC(C)=O (stereo not drawn)	2%	26%
C[C@@]12C[C@@H](O)[C@H]3[C@@H](CCC4=CC(=O)CC[C@]43C)[C@H]1CC[C@H]2C(=O)CO	-8%[17 µM]	3%[16.9 µM]
CN(C)C(=O)n1nnnc1Cc1ccc(-c2ccccc2)cc1	-7%	2%
CSC(N)=NCCCC(N)C(=O)O (stereo not drawn)	5%	0%
COc1cccc(Cn2c(=O)c(-c3cccs3)nc3cnc(N4CCNCC4)nc32)c1	?	?
COc1ccc(C2CC(=O)c3ccc(OC)cc3O2)cc1 (stereo not drawn)	-14%	9%
CCCCC1=CC2=C(OC(C)=O)C(=O)C(C)(OC(=O)c3ccco3)C(=O)C2=CO1 (stereo not drawn)	2%	-2%
O=C(N/N=C1/C[C@@H](O)[C@@H](O)[C@@H]2[C@@H]3C(=O)N(c4cccc(Oc5ccccc5)c4)C(=O)[C@H]3CC[C@@H]12)OCc1ccccc1	-8%[10 µM]	4%[10 µM]
CCc1c2c(nc3cccc(C(C)C)c13)-c1cccc(=O)n1C2	-11%	0%
COc1ncc2nc(-c3cc(F)cc(F)c3)c(=O)n(Cc3cccs3)c2n1	-5%	3%
COCCNc1nc(-c2ccccc2C(F)(F)F)nc2ccccc12	19%	21%
CC(C)=C1C(=O)C(c2ccccc2)=C2CN3C(=O)N(CCc4ccccc4)C(=O)[C@]3(Cc3ccc(C(F)(F)F)cc3)[C@H]21	1%	-2%
O=C(c1cnccn1)N1CCC2(CCN(Cc3ccccc3)CC2)CC1	12%	-18%
COC(=O)C1=C(C)NC(C)=C(C(=O)OCCNCc2ccccc2)C1c1cccc([N+](=O)[O-])c1 (stereo not drawn)	-8%	10%
COCCn1c(=O)c(-c2cccs2)nc2cnc(Oc3cccc(Cl)c3)nc21	-7%	?
COc1ccc(-n2c(=O)c(-c3cccs3)nc3cnc(N4CCOCC4)nc32)cc1	-13%	11%

Single entries from above.
C[C@@H]1OC2C3=C(C(=O)[C@H]4O[C@@H]4[C@H]3O)[C@@H]1[C@H]1[C@H](C)OC=C3[C@H](O)[C@H]4O[C@H]4/C(=N\OCc4ccccc4)[C@@]321 in RORgamma inh: 32%[10 µM]
COc1ccc(-n2c(=O)c(-c3cccs3)nc3cnc(N4CCOCC4)nc32)cc1 in Gal4-VP16 FLuc: -13%
COC(=O)C1=C(C)NC(C)=C(C(=O)OCCNCc2ccccc2)C1c1cccc([N+](=O)[O-])c1 (stereo not drawn) in RORgamma inh: 10%
CC(C)=C1C(=O)C(c2ccccc2)=C2CN3C(=O)N(CCc4ccccc4)C(=O)[C@]3(Cc3ccc(C(F)(F)F)cc3)[C@H]21 in Gal4-VP16 FLuc: 1%
O=C1CCc2c(ccc3ccccc23)O1 in RORgamma inh: 36%
O=C(N/N=C1/C[C@@H](O)[C@@H](O)[C@@H]2[C@@H]3C(=O)N(c4cccc(Oc5ccccc5)c4)C(=O)[C@H]3CC[C@@H]12)OCc1ccccc1 in RORgamma inh: 4%[10 µM]

Following part.
SMILES	Gal4-VP16 FLuc	RORgamma inh
CN1CCN(c2ccnc(-c3ccccc3C(F)(F)F)n2)CC1	-4%	-6%
CC(C)C[C@@H](CC(=O)N[C@@H](CCC(=O)O)CC(=O)O)NC(=O)[C@@H]1CCCC[C@H]1NC(=O)C[C@@H](NC(=O)C[C@H](Cc1c[nH]c2ccccc12)NC(=O)[C@@H]1CNCC[C@H]1N)C(C)C	-5%	10%
C[C@H]1CC[C@@H]2[C@@H](C)[C@H]3[C@H](C[C@H]4[C@@H]5CC=C6C[C@@H](O[C@]7(O[C@H]8O[C@@H](C)[C@@H](O)[C@@H](O)[C@@H]8O)C[C@@H](O[C@@H]8O[C@H](CO)[C@@H](O)[C@H](O)[C@@H]8O)[C@@H](O)[C@H](CO)O7)CC[C@]6(C)[C@H]5CC[C@@]34C)N2C1	-12%[17 µM]	10%[16.9 µM]
O=C1NS(=O)(=O)c2ccccc21	3%&5%	11%[10 µM]
O=C(c1ccncc1)N1CCC2(CC1)CCN(c1ccccn1)CC2	10%	-9%
O=c1c(-c2ccc(Cl)cc2)nc2cncnc2n1Cc1ccc(F)cc1	-9%	-14%
COc1ccc2c(c1)C(=O)[C@H](OC(=O)N[C@H](C)C1CCCCC1)[C@@H](c1ccc(OC)c(Br)c1)O2	-2%	-12%
CCNc1ncc2nc(-c3cccs3)c(=O)n(C)c2n1	?	-1%
COC(=O)CCc1ccccc1S(=O)(=O)N(CCC(=O)OC)Cc1ccccc1	-6%	-5%
COC(=O)N[C@@H](/C=C/c1ccccc1)/C(C(=O)OC)=C(\C)NCc1ccccc1	-10%	-41%
Nc1nc(O)c2ncn([C@H]3CC[C@@H](CO)O3)c2n1	-1%	-14%
CN(C)c1ncc2nc(-c3ccc(Cl)cc3)c(=O)n(-c3ccccc3)c2n1	-3%	-9%
COc1ccc([N+](=O)[O-])c2c1CCN2C(=O)CC[C@H](N)C(=O)O	-4%	1%
O=S(=O)(c1ccccc1)N1CCC2(CCN(c3ccncc3)CC2)CC1	-11%	-6%
CCCCC1=CC2=C(OC(C)=O)C(=O)C(C)(OC(=O)CCC(=O)OC)C(=O)C2=CO1 (stereo not drawn)	-3%	-7%
COc1ccc(C(=O)N2CCC3(CCCN(Cc4ccccc4)C3)CC2)cc1	2%	2%
C[C@@H]1Nc2ccc(Cl)cc2S(=O)(=O)N1	0%	25%
CCCN(CCc1cccs1)[C@H]1CCc2c(O)cccc2C1	-15%	-1%
C[C@@]1(C(NC(=O)Cc2ccccc2)c2ccc(-c3ccccc3)cc2)C[C@H]1C1CCCCC1 (stereo partly drawn)	0%	-19%
COc1ccc(C2C3C=CCC(C)C3C(=O)N2Cc2ccccc2)cc1Cl (stereo not drawn)	1%	6%
CO[C@]1(NC(=O)C(C(=O)O)c2ccc(O)cc2)C(=O)N2C(C(=O)O)=C(CSc3nnnn3C)COC21 (stereo partly drawn)	7%	8%
C1CCN2CC3CC(CN4CCCC[C@@H]34)C2C1 (stereo partly drawn)	1%	-5%
CC(=O)Oc1ccc2c(c1C(C)C)CCC1C(C)(C)CCC[C@@]21C (stereo partly drawn)	0%	-22%
COc1ccc(C(=O)/C=C/c2ccccc2)cc1	-7%	?
COc1ccc2[nH]cc(CCNc3nc(-c4ccc(C(=O)N(C)C)cc4)nc4ccccc34)c2c1	-13%	?
CCOc1ccccc1-c1nnc2n1N=C(c1ccccc1OC)CS2	-3%	?
Cc1ccc(S(=O)(=O)n2c3ccccc3c3nnc(C(=O)c4ccccc4)nc32)cc1	-1%[10 µM]	25%[10 µM]
O=C(O)C1NCCN(C(=O)c2ccc3c(ccc4ccccc43)c2)C1C(=O)O (stereo not drawn)	-9%	-6%
C#CCCCC(=S)Nc1ccccc1	5%	-7%
O=C(O)Cc1csc(-c2ccc(Cl)cc2)n1	-6%	-3%
O=C(c1cnccn1)N1CCC2(CCCN(c3cccc(-c4ccccc4)c3)C2)CC1	-4%	?
COc1cccc(Nc2ncc3nc(-c4ccccc4)c(=O)n(C[C@H]4CCCO4)c3n2)c1	-28%	9%
COC(=O)CCC(C)C1CCC2C3C(O)C[C@@H]4CC(O)CC[C@@]4(C)C3CC(O)[C@]12C (stereo partly drawn)	-2%	11%
CN1CCN(c2ncc3nc(-c4cn(C)c5ccccc45)c(=O)n(C[C@H]4CCCO4)c3n2)CC1	?	-25%
CC[C@H](C)[C@H](NC(=O)[C@H](Cc1ccc(O)cc1)NC(=O)[C@H](Cc1cnc[nH]1)NC(=O)[C@H](CCCNC(=N)N)NC(=O)[C@H](CC(C)C)NC(=O)[C@H](C)NC(=O)[C@@H](N)CO)C(=O)N[C@@H](CC(N)=O)C(=O)N[C@@H](CC(C)C)C(=O)N[C@H](C(=O)N[C@H](C(=O)N[C@@H](CCCNC(=N)N)C(=O)N[C@@H](CCC(N)=O)C(=O)N[C@@H](CCCNC(=N)N)C(=O)N[C@@H](Cc1ccc(O)cc1)C(N)=O)[C@@H](C)O)[C@@H](C)CC	-3%	1%
O=C(O)C(Cc1cc(I)c(O)c(I)c1)c1ccccc1 (stereo not drawn)	-11%	-2%
COc1ccc(Oc2ncc3nc(-c4cccs4)c(=O)n(-c4ccccc4)c3n2)cc1	8%	-1%
Cc1cnc(CNc2ncncc2-c2cccc(NS(C)(=O)=O)c2)cn1	-17%	12%
CC12C=C(/C=C/c3ccc(Br)cc3)C(C)(C1)[C@H](c1ccc(Br)cc1)CC2=O (stereo partly drawn)	2%	1%
Cn1cc(-c2nc3cnc(N4CCOCC4)nc3n(C3CC3)c2=O)c2ccccc21	1%	4%
CC12CCC=CC1C(c1cccc(Br)c1)N(Cc1ccccc1)C2=O (stereo not drawn)	13µM*	?
COCCn1c(=O)c(-c2cc(F)cc(F)c2)nc2cnc(N3CCOCC3)nc21	-1%	-35%
Cn1cc(-c2nc3cnc(Oc4ccccc4)nc3n(Cc3cccs3)c2=O)c2ccccc21	3%	8%
CNC(=O)[C@]1(C(F)(F)F)C[C@H](CCC2CCCCC2)CCCO1	-19%	7%
COc1ccc2c(c1)OCC(Cc1ccc(OC)c(OC(C)=O)c1)C2=O (stereo not drawn)	?	?
C=C1c2cccc(OC)c2O[C@H](C(=O)OCC)[C@@H]1CCC(C)C	4%	36%
O=C1C(Nc2ccccc2)=CC(=O)c2ncccc21	4.5µM*	3.2µM*
CC1=CC(=O)C2=C(C)CC[C@H]3[C@H](C)C(=O)O[C@@H]3C12 (stereo partly drawn)	-6%	10%
COCCn1c(=O)c(-c2cc(F)cc(F)c2)nc2cnc(OCc3ccccc3)nc21	-11%	-1%
COc1ncc2nc(-c3ccc(F)cc3)c(=O)n(CCC#N)c2n1	3%	-9%
COc1ccc(CNc2nc(-c3ccccc3CN(C)C)nc3ccccc23)c(OC)c1	?	13µM*
COC(=O)C(C(=O)OC)[C@@H](NC=O)c1ccccc1	3%	-1%
COC(=O)[C@@]1(Cc2ccc(OC)cc2)[C@H]2c3cc(C(=O)N(C)C)n(Cc4nc5ccccc5[nH]4)c3C[C@H]2CN1C(=O)c1ccccc1	-19%	40%
CC(C)CCOC(=O)/C=C/c1ccccc1	-5%	20%
CCCCC#CC1C=CC(Oc2ccc(C(=O)OC)cc2)C(COC(=O)OCC)O1 (stereo not drawn)	-6%[10 µM]	17%[10 µM]
COc1cccc(-c2coc3ccc(Br)cc3c2=O)c1	-14%	-28%

Whole records as entered above. Order of values: Gal4-VP16 FLuc	RORgamma inh
Profile of `COc1ccc(CNc2nc(-c3ccccc3CN(C)C)nc3ccccc23)c(OC)c1` = ?	13µM*
Profile of `COC(=O)[C@@]1(Cc2ccc(OC)cc2)[C@H]2c3cc(C(=O)N(C)C)n(Cc4nc5ccccc5[nH]4)c3C[C@H]2CN1C(=O)c1ccccc1` = -19%	40%
Profile of `Cn1cc(-c2nc3cnc(Oc4ccccc4)nc3n(Cc3cccs3)c2=O)c2ccccc21` = 3%	8%
Profile of `CC1=CC(=O)C2=C(C)CC[C@H]3[C@H](C)C(=O)O[C@@H]3C12` (stereo partly drawn) = -6%	10%
Profile of `COCCn1c(=O)c(-c2cc(F)cc(F)c2)nc2cnc(N3CCOCC3)nc21` = -1%	-35%

3 compounds already listed, ordered by length of the SMILES, rising:
SMILES	Gal4-VP16 FLuc	RORgamma inh
CC(C)CCOC(=O)/C=C/c1ccccc1	-5%	20%
CC12CCC=CC1C(c1cccc(Br)c1)N(Cc1ccccc1)C2=O (stereo not drawn)	13µM*	?
C=C1c2cccc(OC)c2O[C@H](C(=O)OCC)[C@@H]1CCC(C)C	4%	36%
